AGP1 TOR yeast – modulators of AGP1-GFP expression in yeast TOR pathway, primary screen, cell-based, multiplex flow cytometry, S. cerevisiae, MLPCN library. 3 h; GFP as percent of DMSO wells. GFP response vs DMSO, % at 10 µM. 320,000 compounds, 0.02% hits. AID 2066, 2009;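 active = GFP response relative to DMSO above a set limit, near screen average plus 3 SD, cut at about 150% in these data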;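 also: median GFP channel fluorescence of the gated AGP1 strain per well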
AHR act – AHR activators, primary screen, cell-based, luminescence, luciferase reporter, human | 320,000 compounds, 2.5% hits | AHR-responsive luciferase reporter cells | Aryl hydrocarbon receptor (Homo sapiens), P35869 | activation, % at 5 µM; in the data active = activation above about 47%;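 also: 0% = vehicle wells and 100% = reference agonist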
Target sequence (P35869 whole entry, looked up): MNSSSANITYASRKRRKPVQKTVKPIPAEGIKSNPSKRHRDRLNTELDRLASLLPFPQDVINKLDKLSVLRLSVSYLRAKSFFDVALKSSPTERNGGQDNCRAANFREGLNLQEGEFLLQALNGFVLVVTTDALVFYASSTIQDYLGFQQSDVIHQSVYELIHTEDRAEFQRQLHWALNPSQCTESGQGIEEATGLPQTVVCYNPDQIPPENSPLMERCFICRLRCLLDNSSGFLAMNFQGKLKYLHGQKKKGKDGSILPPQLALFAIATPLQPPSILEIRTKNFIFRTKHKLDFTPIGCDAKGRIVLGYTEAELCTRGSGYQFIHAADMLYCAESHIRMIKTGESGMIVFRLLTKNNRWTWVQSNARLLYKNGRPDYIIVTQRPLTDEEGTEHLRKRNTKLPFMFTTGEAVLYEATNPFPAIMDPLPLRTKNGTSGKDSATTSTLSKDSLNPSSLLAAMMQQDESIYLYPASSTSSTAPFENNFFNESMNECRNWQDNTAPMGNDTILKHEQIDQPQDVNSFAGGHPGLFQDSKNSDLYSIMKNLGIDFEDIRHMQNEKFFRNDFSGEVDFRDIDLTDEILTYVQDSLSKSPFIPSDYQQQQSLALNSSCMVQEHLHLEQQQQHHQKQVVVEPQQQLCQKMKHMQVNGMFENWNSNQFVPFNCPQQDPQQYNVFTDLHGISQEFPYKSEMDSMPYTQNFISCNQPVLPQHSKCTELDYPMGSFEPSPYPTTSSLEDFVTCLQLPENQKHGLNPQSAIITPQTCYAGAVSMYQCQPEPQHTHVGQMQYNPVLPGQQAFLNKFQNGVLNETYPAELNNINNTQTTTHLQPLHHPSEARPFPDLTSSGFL
CIT2 TOR yeast – modulators of CIT2-GFP expression in yeast, primary screen, S. cerevisiae, GFP fusion, multiplex flow cytometry, MLPCN library | AID 2029, 2009 | GFP response vs DMSO, % at 10 µM | S. cerevisiae CIT2-GFP strain, 3 h; 100 means same as DMSO wells | 320,000 compounds, 0.065% hits;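 active = GFP response relative to DMSO above a set limit, near the screen mean plus 3 SD, cut at about 150% in these data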;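 also: ratio of well median GFP fluorescence to mean of DMSO wells on the plate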
proCasp7 act – procaspase-7 activators, primary screen, counter-screen for procaspase-3 activator project, biochemical, absorbance, HTS, human; Caspase-7 (Homo sapiens), P55210; recombinant procaspase-7, Ac-DEVD-pNA absorbance 405 nm; D23A/D198A/D206A triple mutant, cannot self-cleave; scale: DMSO 0, 5 µM enzyme 100; activation, % at 8.5 µM; 330,000 compounds, 0.093% hits; AID 463210, 2010;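 active = percent activation above the screen-wide mean plus 3 SD, cut at about 25% in these data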
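Assay system – Uncleavable procaspase-7 mutant enzyme · Quantity – 2 µM procaspase-7 mutant as dispensed · Times – 1 h preincubation, 2 h reaction · Dosing – single nominal 8.5 µM compound dose, 0.8% DMSO final · Buffer or medium – Zinc-free 50 mM HEPES buffer, pH 7.4, with NaCl and Triton X-100 · Detection – Epi-absorbance of released pNA at 405 nm, two timepoints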
RPL19A-GFP yeast – RPL19A-GFP expression modulators in yeast, primary screen, cell-based, S. cerevisiae, multiplex flow cytometry, MLPCN; S. cerevisiae RPL19A-GFP strain, 3 h; hits give low values; percent response vs DMSO, % at 10 µM; 330,000 compounds, 0.3% hits; AID 2025, 2009;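 active = percent response vs DMSO below 50%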;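 also: median channel GFP fluorescence of the barcoded RPL19A-GFP strain; ratio of sample median GFP to plate DMSO average so 100% = DMSO; lower means less RPL19A-GFP as with rapamycin TOR inhibition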
LAP4 TOR yeast – modulators of LAP4-GFP expression in yeast, primary screen, S. cerevisiae, multiplex flow cytometry, MLPCN library; 3 h; median GFP as percent of DMSO wells; GFP response vs DMSO, % at 10 µM; 320,000 compounds, 0.34% hits; AID 2023, 2009;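 active = GFP response vs DMSO above a set limit, about the screen mean plus 3 SD, cut at about 150% in these data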
MEP2-GFP yeast – modulators of MEP2-GFP levels in yeast, primary screen, S. cerevisiae, multiplex flow cytometry, MLPCN library | AID 2016, 2009 | GFP response vs DMSO, % at 10 µM | 330,000 compounds, 0.51% hits | S. cerevisiae MEP2-GFP strain, 3 h; 100% = DMSO control level;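 active = GFP response versus DMSO above a set limit, roughly screen mean plus 3 SD, cut at about 180% in these data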;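 also: median GFP fluorescence of the barcode-gated MEP2-GFP cells per well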
proCasp3 act – activators of human procaspase-3 D3A mutant, primary screen, biochemical, absorbance, PC-3 D3A mutant, single concentration | activation, % at 8.5 µM | recombinant procaspase-3 D3A, Ac-DEVD-pNA absorbance 405 nm | AID 463141, 2010 | 330,000 compounds, 0.11% hits;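 active = activation above the mean of all tested compounds plus 3 SD, cut at about 21% in these data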;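 also: 0% = DMSO alone and 100% = DMSO wells spiked with extra 5 µM PC-3 D3A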
Target sequence (P42574 whole entry D9A/D28A/D175A): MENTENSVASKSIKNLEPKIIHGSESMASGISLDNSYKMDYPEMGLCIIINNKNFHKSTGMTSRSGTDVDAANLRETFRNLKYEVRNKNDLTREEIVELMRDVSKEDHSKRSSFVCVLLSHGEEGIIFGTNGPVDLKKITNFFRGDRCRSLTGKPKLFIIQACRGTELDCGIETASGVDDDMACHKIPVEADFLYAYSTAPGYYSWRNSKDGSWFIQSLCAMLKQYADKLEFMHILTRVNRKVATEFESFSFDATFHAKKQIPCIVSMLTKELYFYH
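System: Procaspase-3 D3A mutant. Medium: Zinc-free 300 mM NaCl, 50 mM HEPES, 0.01% Triton X-100. Schedule: 1 h preincubation plus 2 h reaction at 25 °C. Measured by: 405 nm absorbance of p-nitroaniline, reads at 0 and 120 min. Read-out: percent activation relative to control range.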
* = called active by the depositor; / = no result given.

SMILES | AGP1 TOR yeast | AHR act | CIT2 TOR yeast | proCasp7 act | RPL19A-GFP yeast | LAP4 TOR yeast | MEP2-GFP yeast | proCasp3 act
CN(C(=O)COC(=O)c1ccc(Cl)c(S(=O)(=O)N2CCCCCC2)c1)C1CCS(=O)(=O)C1 (configuration not stated) | 96.9 | -1.1 | 105.8 | 5.2 | 98.9 | 96.3 | 102.6 | 6.0
COc1ccc(Cn2c(=O)n(Cc3ccco3)c(=N)c3c4c(sc32)COC(C)(C)C4)cc1 | 92.5 | 0.1 | 88.6 | -0.3 | 97.1 | 95.2 | 90.2 | 4.0
CCNC(=S)NNC(=O)c1cc(C)nc2ccccc12 | 107.9 | 4.3 | 106.5 | 14.9 | 98.6 | 110.0 | 105.2 | 4.2
C[C@H](CO)N1C[C@H](C)[C@@H](CN(C)S(C)(=O)=O)Oc2c(NC(=O)Cc3ccccc3)cccc2C1=O | 103.1 | -1.1 | 93.7 | -4.1 | 99.8 | 104.5 | 101.7 | 9.9
COc1ccc(NC(=O)CCCn2nc(C)c3c(C)n(-c4ccccc4)nc3c2=O)cc1OC | 102.4 | 0.3 | 100.4 | 3.6 | 98.4 | 99.1 | 101.5 | 4.1
O=C(COC(=O)COc1ccccc1)NC1CCCc2ccccc21 (configuration not stated) | 97.7 | 0.6 | 99.9 | 7.8 | 97.0 | 99.6 | 100.7 | 3.2
COC(=O)c1cccc(NC(=S)Nc2ccccc2Cl)c1 | / | -0.7 | / | -4.6 | 102.6 | / | 105.4 | -0.2
COc1cccc(NC(=O)Nc2cccn(Cc3ccccc3)c2=O)c1 | 98.4 | 4.3 | 99.8 | -2.2 | 99.1 | 102.6 | 94.2 | -2.4
O=C(Nc1ccc2ccccc2n1)Nc1ccccc1F | 94.2 | 12.6 | 98.2 | 19.2 | 104.4 | 97.8 | 109.0 | 0.2
CCOc1cc2[nH]c(=S)n(CCCC(=O)NCc3ccco3)c(=O)c2cc1OCC | 105.0 | 10.3 | 101.1 | -15.9 | 102.3 | 98.1 | 107.5 | -5.8
Cc1ccc(S(=O)(=O)N2CCN(c3ccc(S(=O)(=O)N4CCOCC4)cn3)CC2)cc1 | 91.6 | 1.5 | 93.4 | 2.1 | 99.0 | 95.8 | 100.9 | 4.0
CC(C)CC(=O)Nc1ccc(C(=O)CN2CCC(C)CC2)cc1 | 94.0 | -0.5 | 93.4 | -10.5 | 91.8 | 96.4 | 93.5 | 5.8
CC1Nc2ncnc(N3CCOCC3)c2N(Cc2ccccc2)C1=O (configuration not stated) | 86.0 | 4.2 | 92.1 | -4.4 | 99.3 | 131.5 | 97.9 | 1.1
CCOC(=O)c1ccccc1OC(=O)CS(=O)c1ccccc1[N+](=O)[O-] (configuration not stated) | 92.1 | 2.3 | 85.1 | -19.2 | 93.8 | 98.3 | 93.3 | -7.7
O=C(NCCc1ccncc1)C(F)(F)F | 103.4 | -2.8 | 108.9 | -2.1 | 102.1 | 98.2 | 104.8 | 6.5
O=C(Nc1ccc(N2CCN(C(=O)c3ccccc3)CC2)cc1)c1ccc2c(c1)OCO2 | / | -5.3 | 91.6 | 0.2 | 94.3 | 97.7 | 95.8 | 2.9
O=C1CC(C(=O)O)C2(CCCC2)O1 (configuration not stated) | 106.8 | -0.1 | 98.4 | 1.9 | 101.4 | 96.7 | 103.4 | -1.7
COc1ccc(OCC(=O)OCC(=O)NC2CC2)cc1 | 96.7 | 0.4 | 88.7 | 8.9 | 96.4 | 98.3 | 99.7 | -0.8
CCOc1cc(C(=O)OCC(=O)Nc2cccc(S(=O)(=O)NC3=NCCCCC3)c2)cc(OCC)c1OCC | 99.9 | -0.1 | 88.7 | -7.3 | 100.2 | 98.8 | 95.1 | -58.7
COc1cc(/C=N/NC(=O)Cn2cnc3c2c(=O)n(C)c(=O)n3C)ccc1O | 101.5 | 3.6 | 101.7 | -4.7 | 101.5 | 89.7 | 98.7 | 9.0
O=C(CNC(=O)COc1ccccc1)NCCc1ccccn1 | 88.8 | 1.7 | 96.7 | -0.2 | 90.0 | 99.5 | 91.0 | 9.0
NC(=O)COC(=O)c1c2c(nc3ccccc13)CCC2 | 92.8 | 3.2 | 95.8 | 1.4 | 101.2 | 89.8 | 103.4 | 2.3
CCc1nc2ccccc2c(=O)n1NC(=O)c1c(O)c2cccc3c2n(c1=O)CCC3 | 58.5 | 1.5 | 81.0 | 4.7 | 57.2 | 92.6 | 83.3 | 9.2
COc1ccc(N2CCN(C(=O)c3c(C)nn(-c4ccccc4)c3C)CC2)cc1 | 77.0 | 2.6 | 102.4 | 4.9 | 118.3 | 78.7 | 90.5 | 2.8

3 of the entries above in order of their number in AHR act, lowest first:
| Molecule | AHR act |
| --- | --- |
| COc1ccc(OCC(=O)OCC(=O)NC2CC2)cc1 | 0.4 |
| CCOC(=O)c1ccccc1OC(=O)CS(=O)c1ccccc1[N+](=O)[O-] (configuration not stated) | 2.3 |
| CC1Nc2ncnc(N3CCOCC3)c2N(Cc2ccccc2)C1=O (configuration not stated) | 4.2 |

Going on with the list:
SMILES | AGP1 TOR yeast | AHR act | CIT2 TOR yeast | proCasp7 act | RPL19A-GFP yeast | LAP4 TOR yeast | MEP2-GFP yeast | proCasp3 act
NC(=O)c1ccc(N=Cc2ccc([N+](=O)[O-])s2)cc1 | 95.1 | 1.4 | 88.9 | -5.4 | 91.7 | 131.8 | 101.9 | -3.5
CCn1cc(-c2cc(C(=O)O)c3ccccc3n2)cn1 | 102.2 | 7.6 | 94.5 | -4.3 | 95.3 | 105.2 | 94.9 | 4.3
COc1ccc(C2CC(=O)C(C=NCCN3CCOCC3)=C(O)C2)cc1 (configuration not stated) | 98.7 | 3.8 | 107.7 | 6.0 | 100.3 | 102.6 | 101.5 | -3.0
Cc1ccc(F)cc1NC(=O)C1CC(=O)N(CCc2ccccc2)C1 (configuration not stated) | 109.0 | 5.5 | 111.0 | 1.6 | 105.9 | 105.4 | 104.1 | -4.9
Cc1cccc(/C=N/N2CCN(c3ccccc3)CC2)c1 | 91.9 | -3.1 | 102.2 | -3.6 | 104.2 | 95.3 | 95.8 | -4.3
CCn1c(=O)cc(OCC(=O)N2CCCCCC2)c2ccccc21 | 123.2 | 24.3 | 106.5 | 4.7 | 113.5 | 87.3 | 107.4 | 7.1
COCCCNC(=O)Nc1ccc(Br)cc1Cl | 100.7 | 2.2 | 98.2 | -6.8 | 95.8 | 99.9 | 98.0 | -2.1
CCCCNCc1cc(OCC)c(OCC)cc1Br | 102.8 | 2.6 | 96.7 | 7.2 | 96.9 | 108.8 | 100.9 | 3.5
O=C(C1COc2ccccc2O1)N1CCN(c2ccccn2)CC1 (configuration not stated) | 107.4 | 1.5 | 102.1 | 5.4 | 101.1 | 105.8 | 105.9 | 2.4
[O-][n+]1ccc(C2CC2)cc1 | 117.0 | -0.7 | 109.1 | -4.5 | 104.7 | 100.1 | 106.4 | 1.6
CCOC(=O)CNC(=O)/C=C/c1ccc2c(c1)OCO2 | 104.4 | -0.2 | 100.1 | 10.8 | 103.8 | 114.0 | 104.7 | 6.5
CC(N)c1ccc(Cl)cc1Cl (configuration not stated) | 103.3 | -3.1 | 92.9 | 3.0 | 94.4 | 105.2 | 87.5 | 2.1
CCn1nc(C)cc1C(=O)n1nc(C)c(Sc2ncccn2)c1C | 102.7 | 0.7 | 96.4 | 7.0 | 93.7 | 100.0 | 94.1 | 3.2
Cc1ccc2c(c1)[C@H]1[C@H](CO2)[C@H](c2ccccc2)[C@]2(C)C(=O)Nc3cc(F)c(F)cc3C(=O)N12 | 88.7 | -0.3 | 82.5 | 3.4 | 90.2 | 98.2 | 86.2 | -2.1
O=C(NC(=S)Nc1ncc(Br)cc1Br)c1cncc(Br)c1 | 109.9 | -0.2 | 119.3 | -7.3 | / | 108.9 | 109.9 | -7.4
CC1CCN(CC(O)CN2c3ccccc3Sc3ccccc32)CC1 (configuration not stated) | 95.8 | 1.0 | 98.2 | 2.5 | 103.1 | 92.5 | 105.3 | 5.1
C/C(=N\Nc1nnc(-c2ccccc2)c(-c2ccccc2)n1)c1cccc([N+](=O)[O-])c1 | 94.8 | -1.0 | 98.8 | 0.3 | 96.1 | 93.4 | 96.4 | 5.4
CC(C)c1nn2c(=O)cc(CSc3ccccc3NC(=O)c3ccccc3F)nc2s1 | 97.0 | 3.5 | 103.1 | -6.4 | 98.9 | 92.2 | 98.6 | 2.3
COc1cccc2c1cc1c(=O)n(CC(=O)NC3CCCCC3)nc(C)n12 | 101.8 | 2.5 | 104.3 | 1.1 | 99.8 | 97.5 | 101.1 | 1.1
O=C(O)/C=C/C(=O)NCCC(c1ccccc1)c1ccccc1 | 102.8 | -2.0 | 100.7 | 6.5 | 93.3 | 106.2 | 95.0 | 7.4
COc1ccc(C)cc1N(CC(=O)N/N=C/c1ccccc1C(=O)O)S(=O)(=O)c1ccccc1 | 100.8 | 2.9 | 103.1 | 2.3 | 107.2 | 102.1 | 107.0 | 7.6
CCOC(=O)Cc1nnc(NC(=O)CSc2nnc3c(n2)[nH]c2ccccc23)s1 | 99.7 | 2.8 | 102.7 | 5.9 | 107.3 | 88.9 | 105.2 | 10.4
Cc1cc(C)c(NC(=O)CCN2CCN(Cc3ccccc3)CC2)c(C)c1 | 97.6 | 0.9 | 83.0 | 1.1 | 96.4 | 96.9 | 89.3 | -0.8
CCCCN(CCCC)CCNC(=O)CN1C(=O)COc2ccc(S(=O)(=O)N3CCOCC3)cc21 | 105.7 | -1.4 | 110.2 | 13.9 | 101.4 | 106.7 | 103.9 | -1.8

Compounds shown so far with an NH in an aromatic ring, in the order listed:
SMILES | AGP1 TOR yeast | AHR act | CIT2 TOR yeast | proCasp7 act | RPL19A-GFP yeast | LAP4 TOR yeast | MEP2-GFP yeast | proCasp3 act
CCOc1cc2[nH]c(=S)n(CCCC(=O)NCc3ccco3)c(=O)c2cc1OCC | 105.0 | 10.3 | 101.1 | -15.9 | 102.3 | 98.1 | 107.5 | -5.8
CCOC(=O)Cc1nnc(NC(=O)CSc2nnc3c(n2)[nH]c2ccccc23)s1 | 99.7 | 2.8 | 102.7 | 5.9 | 107.3 | 88.9 | 105.2 | 10.4

(list continues)
SMILES | AGP1 TOR yeast | AHR act | CIT2 TOR yeast | proCasp7 act | RPL19A-GFP yeast | LAP4 TOR yeast | MEP2-GFP yeast | proCasp3 act
CCN(CC)c1ccc(/C=N/Nc2cccc(C)c2)c(O)c1 | 91.3 | 34.3 | 97.8 | -7.2 | 100.1 | 90.4 | 98.6 | -7.8
Cc1c(C(=O)N2CCN(c3ccccc3)CC2)sc2ncnc(N3CCN(c4ccccn4)CC3)c12 | 101.0 | -3.9 | 102.3 | 1.1 | 102.3 | 103.2 | 102.9 | -3.8
O=C(/C=C/c1cccc([N+](=O)[O-])c1)N1CC[C@@]2(O)CCCC[C@H]2C1 | 112.8 | 0.4 | 109.4 | -1.4 | 102.4 | 111.2 | 100.9 | -3.2
O=C(O)c1cc(-c2ccc(/C=c3\sc4nc5ccc(Br)cc5n4c3=O)o2)ccc1Cl | 87.5 | 11.8 | 99.9 | -2.1 | 112.1 | 88.8 | 116.1 | -5.9

Hits appear at their usual frequency (roughly 3.5% active in at least one column).
